From PubChem BioAssay
WRN inhibitor: blocks human WRN helicase; WRN helicase unwinding, fluorescent forked duplex, kinetic; hit rate 0.46% among 360,000; AID 651768; Potency, µM (series often up to 114 µM), for inactives: top-dose activity change, negative = inhibition, most hits filed as inhibitors; further: potency means the concentration at half of the fitted maximal effect; on the % scale 0 is the no-effect control and ±100 the full control effect; nearly all actives have a fitted effect of over 55% in size
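Kinetic red-fluorescence monitoring (525/598 nm) tracks WRN helicase activity after 100 nM fluorophore-quencher forked duplex and 2 mM ATP are added to 20 nM enzyme pretreated 15 min at room temperature with compound.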
PI5P4Ka inh: blocks human PI5P4K alpha kinase activity | P48426 | PI5P4Kalpha enzyme, ADP-Glo luminescence, 60 min; hits give low values | max response, % | hit rate 1.2% among 330,000; active means max response of -50% or lower; inconclusive means between -30% and -50%; inactive means -30% or higher; further: value at the top dose of about 77 µM; on the % scale 0 is the no-effect control and ±100 the full control effect
Target sequence (P48426 whole entry, looked up): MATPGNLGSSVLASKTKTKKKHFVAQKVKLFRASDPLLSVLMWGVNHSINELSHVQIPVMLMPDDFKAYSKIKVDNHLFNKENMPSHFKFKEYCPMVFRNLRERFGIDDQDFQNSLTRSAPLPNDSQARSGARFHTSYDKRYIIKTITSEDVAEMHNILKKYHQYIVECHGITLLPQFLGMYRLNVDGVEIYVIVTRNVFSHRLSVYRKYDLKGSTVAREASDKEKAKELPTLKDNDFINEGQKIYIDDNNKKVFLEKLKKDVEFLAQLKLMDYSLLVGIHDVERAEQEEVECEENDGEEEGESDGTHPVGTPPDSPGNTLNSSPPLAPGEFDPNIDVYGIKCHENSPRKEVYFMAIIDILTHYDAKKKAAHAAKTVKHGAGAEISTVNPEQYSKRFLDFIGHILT
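Human PI5P4Kalpha with substrate in 0.038 M HEPES pH 7.4, 0.28 mM EGTA, 0.1% CHAPS, 5% DMSO; reaction started with 5 microM ATP (final), 60 min at room temperature. ADP formed read by ADP-Glo luminescence.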
aSyn rescue: rescues yeast growth from alpha-synuclein toxicity; Potency, µM (titrated, usually from 46.1 µM), for inactives: top-dose growth rescue (activation), usual class: activators; AID 652106; Yeast expressing alpha-synuclein, growth rescue, BacTiter-Glo, 24 h; hit rate 0.14% among 370,000; further: potency means the concentration at half of the fitted maximal effect; % of control where 0% means no effect; nearly all actives have a fitted effect of over 65% in size
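Screening used galactose-induced yeast with toxic alpha-synuclein levels, exposed to compound for 24 hr at 30 deg C. Cell growth, read with BacTiter-Glo luminescence, gave the measured signal.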
EPAC1 antagonist: antagonists of human EPAC1; EPAC1 GEF assay, Rap1b-BODIPY-GDP exchange fluorescence; Potency, µM (highest dose often 115 µM), for the others: at the top dose activity change, negative = inhibition, actives largely listed as inhibitors; hit rate 0.14% among 360,000;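 further: potency means the concentration at half of the fitted maximal effect; plate controls were vehicle for no effect and positive control for full effect; nearly all actives have a fitted effect of over 50% in size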
Abeta rescue: A-beta toxicity reversal in yeast | yeast expressing A-beta42, growth rescue, OD600, 48 h; response scale: 0% DMSO, 100% iron-clioquinol control | Potency, µM (doses to about 46.1 µM), without a hit: at the highest dose growth rescue, usual class: activators | hit rate 0.063% among 410,000; further: potency means the concentration at half of the fitted maximal effect; nearly all actives have a fitted effect of over 55% in size
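Growth rescue measured by 600 nm absorbance after 48 h yeast culture at 30 C with compound. Values normalized between DMSO and an equimolar ferric chloride plus clioquinol control.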
EPAC1 ag: agonists of human EPAC1 | O95398 | EPAC1 agonist qHTS, biochemical assay; response scale: 100% = response to 6.5 mM cAMP | Potency, µM (series often up to 154 µM), without a hit: top-dose activation, most hits filed as activators | hit rate 0.073% among 360,000 | AID 720707; further: potency means the concentration at half of the fitted maximal effect; nearly all actives have a fitted effect of over 60% in size
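Read-out is the fluorescence drop as BODIPY-GDP leaves Rap1B (480 nm excitation, 540 nm emission), recorded every 5 minutes over 30 minutes. Reactions held 100 nM EPAC1, 250 nM Rap1B–BODIPY-GDP and 50 uM GDP, with 6.5 mM cAMP setting full activation.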
FUS yeast rescue: suppressors of FUS proteinopathy in yeast | Potency, µM (series often up to 76.6 µM), without a hit: at the top dose growth rescue (activation), most hits filed as activators | S. cerevisiae FUS-expressing, growth rescue, OD600, 24 h | AID 1347120 | hit rate 0.24% among 390,000;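 further: potency means the concentration at half of the fitted maximal effect; plate controls were DMSO vehicle for no effect and reference control for full effect; nearly all actives have a fitted effect of over 55% in size; some results filed as inactive show a strong effect at the top dose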
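Absorbance at 600 nm, taken 24hr after compound addition, measured rescue of FUS-yeast growth at 30C. Induction used 2% galactose with seeding at OD 0.005. Controls: CP55940 from 92uM final, DMSO only.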
PLK1 PBD inh: blocks phosphopeptide binding to human PLK1 polo-box domain | Potency, µM, for the others: max response, negative = inhibition, actives largely listed as inhibitors | Plk1 PBD binding of FITC phosphopeptide, fluorescence polarization | AID 720504 | P53350 | hit rate 2.8% among 360,000; further: potency means the concentration at half of the fitted maximal effect; series mostly up to about 57 µM; on the % scale 0 is the no-effect control and ±100 the full control effect; nearly all actives have a fitted effect of over 65% in size
IL-2 act: activates IL-2 in a cell-based reporter assay | hit rate 0.065% among 360,000 | IL-2 activation reporter assay, cell-based qHTS; stimulated with anti-CD3/CD4/CD28 beads; in transgenic mouse T cells | activation, % (series mostly up to about 46 µM); in the data active means activation above about 50%; inconclusive means mostly about 30% to 49%; further: 0% is about no effect
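Readout: EGFP and DsRed signals by fluorescent plate cytometry. Unstimulated transgenic mouse T cells received compound 60 min before antibody-bead stimulation, then incubated 18 h at 37 degrees C.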
An asterisk follows results filed as active; ? = inconclusive; nt = no result given; [ ] = remark or other dose. Unless noted, the call rests on the fitted dose curve; in most records, active means well fitted curve in the direction sought with a large enough effect; inconclusive means small, poorly fitted or top-dose-only effect, or another doubt; inactive means no such curve, though single readings can be large; an effect the other way counts as inactive or inconclusive. Outcome played no part in choosing rows. About 4.1% of those tested had a hit in this group.

SMILES	WRN inhibitor	PI5P4Ka inh	aSyn rescue	EPAC1 antagonist	Abeta rescue	EPAC1 ag	FUS yeast rescue	PLK1 PBD inh	IL-2 act
Cc1ccc2[nH]c(=O)c(CN(Cc3ccccc3Cl)C(=O)N3CCOCC3)cc2c1	0%	1	1%	5%	-4%	-3%	30%	4%	-0.9
CC(=O)Nc1cc[n+](C(C)C(=O)c2ccc(Cl)cc2)cc1 (stereo not drawn)	7%[57.1 µM]	-6	-2%	-9%	2%	0%	8%	7%	4.4
CCOc1ccccc1C=NNC(=O)C(=O)NN=Cc1ccccc1OCC	1%	-3	-8%	-8%	-1%	-3%	nt	-15%	-2.2
CCc1ccccc1NC(=O)Nc1cccn(Cc2ccc(F)cc2)c1=O	-3%	0	7%	-21%	-20%	-20%	-3%	-5%	-1.0
CCOc1ccc(S(=O)(=O)NCC(=O)OCc2nnc(-c3ccccc3)o2)cc1	-1%	1	11%	-11%	-12%	11%	14%	-6%	1.9
O=[N+]([O-])c1ccc(C[n+]2cccc3c4ccccc4ccc32)cc1	-20%	0	-13%	-1%	0%	-13%	-3%	-4%	-2.1
Cc1n[nH]c(C)c1CCc1nc2c3ccccc3nc(SCC(=O)Nc3ccccc3F)n2n1	-16%	2	-1%	6%	18%	0%	?	-10%	-1.3
CCOc1ccc(C(O)c2nccn2Cc2ccccc2)cc1 (stereo not drawn)	4%	8	1%	-8%	2%	-4%	35%	-10%	0.0
O=S(=O)(c1ccc(N2CCN(Cc3ccccc3)CC2)nc1)N1CCCC1	3%	-3	6%	12%	-1%	-2%	-8%	3%	1.0
Clc1ccc(-n2nnc(-c3cccnc3)n2)cc1Cl	1%	-1	0%	-11%	-10%	-5%	-4%	-11%	-0.8
CCCCn1c(CN2CCOCC2)nc2c1c(=O)n(C)c(=O)n2C	-3%	2	-3%	?	-11%	-3%	-14%	-4%	-3.3
O=C(COc1ccccc1-c1ccccc1)NCc1ccco1	-4%	-1	11%	-14%	7%	1%	26%	-8%	0.7
O=C1Cc2cc(S(=O)(=O)NCc3ccccc3Cl)cc3c2N1CCC3	2%	-8	10%	-16%	-5%	-5%	?	6%	-4.3
COc1ccc(N(CC(=O)NC(C)(C)C)S(=O)(=O)c2ccccc2)cc1OC	-10%	nt	0%	7%	0%	7%	31%	-3%	2.7
O=C(Nc1ccccc1Cl)c1ccc(C(=O)Nc2ccccc2Cl)cc1	-14%	10	5%	-4%	-13%	2%	nt	2%	-1.2
O=C1NC(=S)S/C1=C\c1cc2ccccc2nc1N1CCCCC1	8%[11.6 µM]	-21	-13%	-21%	-24%	2%	7%	11µM*	2.8
Cn1cc(S(=O)(=O)Nc2ccc(OC(F)(F)F)cc2)c(=O)n(C)c1=O	-1%	7	2%	-4%	-1%	5%	13%	0%	0.4
CCCCCC1CC(=O)C=C(C)C1C(=O)OC (stereo not drawn)	-5%	-8	-3%	7%	-14%	-2%	6%	-3%	1.5
COc1cc2c(cc1NC(=S)NC(=O)/C=C/c1ccc(OC)c(OC)c1)oc1ccccc12	-21%[57.1 µM]	1	-6%	-22%	-2%	6%	-10%	-2%	-2.6
Cc1ccc(-c2ccc(=O)n(Cc3c(F)cccc3Cl)n2)cc1	0%	1	14%	-8%	-22%	7%	28%	-12%	-8.3
O=C(Nc1nnc(-c2ccc3c(c2)CCCC3)o1)C1COc2ccccc2O1 (stereo not drawn)	-3%	-24	6.3µM*	-4%	?	-7%	8%	-30%	-3.0
O=S(=O)(c1ccc(SCc2ccc(Br)cc2)nc1)N1CCOCC1	-7%	1	-8%	9%	-16%	20%	nt	-15%	-6.2
N#Cc1cc([N+](=O)[O-])cnc1N(CCO)CCO	1%	-5	-2%	0%	-4%	-10%	nt	-3%	0.1
Cn1ccnc1Sc1cc(Cl)ccc1[N+](=O)[O-]	-4%	1	7%	-3%	4%	19%	1%	-7%	1.5
CC(=O)CC1c2cc(F)ccc2C=C(c2ccsc2)N1c1ccc(-c2ccc(C(N)=O)cc2)cc1 (stereo not drawn)	-3%	-4	5%	0%	1%	18%	29%	-11%	0.2
COc1ccc(N2CCN(C(=O)c3oc4ccccc4c3NC(=O)Cc3cccc(OC)c3)CC2)cc1	-9%	1	2%	?	9%	0%	8%	-3%	0.3
COc1ccccc1NC(=O)N(C)C[C@H]1Oc2ncc(C#CCN(C)C)cc2C(=O)N([C@H](C)CO)C[C@H]1C	-9%	0	?	12%	-2%	-9%	14%	-10%	1.3
COc1ccccc1CN1C(=O)CN(C2CCCC2)C(=O)C1c1ccc(F)cc1 (stereo not drawn)	2%	nt	1%	-9%	-26%	16%	23%	-10%	-3.7
COc1ccc(-c2cn(CCC(=O)NCc3ccc(C)cc3)c(CCN)n2)cc1	6%	4	1%	5%	5%	4%	2%	-7%	-0.3
O=C(CNC(=O)Cc1ccccc1)NCC(=O)N1CCCCC1	7%	2	0%	8%	21%	1%	-15%	-9%	-2.2
CN1CCN(S(=O)(=O)c2cnccc2N2CCN(c3cccc(Cl)c3)CC2)CC1	-5%	-3	-1%	-7%	-6%	0%	26%	-3%	-0.2
COc1ccc(N2CCN(S(=O)(=O)c3cccs3)CC2)cc1	13%	nt	9%	5%	9%	5%	12%	1%	-0.2
CC(=O)c1ccc2c(c1)CC1(C2)Cc2cc3c(cc2C1)C(=O)CC3 (stereo not drawn)	2%	-2	-10%	7%	-18%	-2%	nt	-8%	-0.2
CCCCOc1ccc(N2C(=O)CC(N(CCc3ccccc3)C(=O)/C=C/C(=O)O)C2=O)cc1 (stereo not drawn)	-7%	-9	-3%	10%	7%	-1%	?	-29%	-1.5
CCOC(=O)Cc1csc(NC(=O)COc2ccc(C)cc2)n1	4%	0	-10%	-18%	?	0%	-33%	2%	-0.2
COc1ccccc1Nc1c2ccccc2nc2ccccc12	-20%	-2	2%	-9%	0%	10%	16%	8%	-7.6
CC12CCC(=O)C=C1CCC1C2C(O)CC2(C)C1CCC2(O)C(=O)COC(=O)COCC(=O)O (stereo not drawn)	7%	0	0%	1%	2%	10%	11%	-12%	-0.8
CCC(=O)N1CCc2cc(OC)c(OC)cc2C1COc1ccc(OC)cc1 (stereo not drawn)	8%	-3	nt	-2%	16%	0%	7%	-9%	-0.4
CC(=O)Nc1ccc(SCC(=O)Nc2sccc2C#N)cc1	-5%	-6	1%	5%	3%	11%	1%	-19%	-2.7
CCCC(=O)N(CCN1CCOCC1)c1nc2cc(C)c(C)cc2s1	5%	1	14%	4%	10%	-3%	10%	-8%	-1.8
N#Cc1nc(-c2ccc(Cl)cc2)oc1N1CCCCC1	-10%	nt	2%	-1%	6%	10%	1%	-2%	3.5
O=C(NCCc1cccs1)C1CC(c2ccccc2F)=NO1 (stereo not drawn)	7%	0	10%	0%	6%	-2%	-10%	-4%	0.8
COc1ccc(NC(=O)NCc2cccnc2)cc1	7%	3	-8%	-19%	3%	1%	19%	-8%	-0.3

Some of the entries above in another layout.
| structure | WRN inhibitor | PI5P4Ka inh | aSyn rescue | EPAC1 antagonist | Abeta rescue | EPAC1 ag | FUS yeast rescue | PLK1 PBD inh | IL-2 act |
| --- | --- | --- | --- | --- | --- | --- | --- | --- | --- |
| CCC(=O)N1CCc2cc(OC)c(OC)cc2C1COc1ccc(OC)cc1 (stereo not drawn) | 8% | -3 | nt | -2% | 16% | 0% | 7% | -9% | -0.4 |
| COc1ccc(N2CCN(S(=O)(=O)c3cccs3)CC2)cc1 | 13% | nt | 9% | 5% | 9% | 5% | 12% | 1% | -0.2 |
| COc1ccccc1Nc1c2ccccc2nc2ccccc12 | -20% | -2 | 2% | -9% | 0% | 10% | 16% | 8% | -7.6 |
| O=C(Nc1nnc(-c2ccc3c(c2)CCCC3)o1)C1COc2ccccc2O1 (stereo not drawn) | -3% | -24 | 6.3µM* | -4% | ? | -7% | 8% | -30% | -3.0 |
| COc1ccc(N2CCN(C(=O)c3oc4ccccc4c3NC(=O)Cc3cccc(OC)c3)CC2)cc1 | -9% | 1 | 2% | ? | 9% | 0% | 8% | -3% | 0.3 |
| O=C(NCCc1cccs1)C1CC(c2ccccc2F)=NO1 (stereo not drawn) | 7% | 0 | 10% | 0% | 6% | -2% | -10% | -4% | 0.8 |
